Screening data deposited in PubChem by National Center for Advancing Translational Sciences (NCATS).
HT1080NT lethal – qHTS for induction of synthetic lethality in tumor cells producing 2HG: qHTS for the HT-1080-NT fibrosarcoma cell line | Potency, µM (highest dose often 46.1 µM), for the others: at the highest dose activity, negative = less viability, most hits filed as cytotoxic | HT-1080-NT fibrosarcoma viability, CellTiter-Glo ATP luminescence, 48 h | actives 1.6% (n = 360,000);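 further: NT is the 2HG producing partner of a matched IDH1 knockdown line; potency means the concentration at half of the fitted maximal effect; 0% = DMSO-treated cells and -100% = media-only wells without cells; nearly all actives have a fitted effect of over 55% in size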
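Read-out is CellTiter-Glo luminescence after 10 minutes at room temperature, following 48 hours' compound treatment of HT-1080-NT cells (750 cells/well, RPMI, 5% FBS, 37 degrees C).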
HT1080 IDH1KD tx – qHTS for induction of synthetic lethality in tumor cells producing 2HG: qHTS for the HT-1080-IDH1KD cell line; HT-1080 IDH1 knockdown viability, ATP luminescence, 48 h; actives 2% (n = 360,000); Potency, µM (titrated, usually from 46.1 µM), without a hit: at the highest dose activity, negative = toxicity, hits mostly cytotoxic;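 further: potency means the concentration at half of the fitted maximal effect; 0% = DMSO wells and -100% = cell-free medium wells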
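Cytotoxicity counter-line: IDH1KD HT-1080, 48 h, CellTiter-Glo. Curves classed by r2, magnitude and activity.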
SW480 rereplic – A quantitative high throughput screen for small molecules that induce DNA re-replication in SW480 colon adenocarcinoma cells. AID 624297, 2012. Potency, µM (series often up to 46.1 µM), for the others: at the top dose re-replication activation, actives largely listed as activators. actives 1.8% (n = 340,000). SW480 DNA re-replication, Hoechst DNA content imaging, 48 h; further: potency means the concentration at half of the fitted maximal effect; % of control where 0% means no effect; nearly all actives have a fitted effect of over 55% in size
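Cells (250 per well) received 23 nL compound or DMSO by pin tool and were kept 48 hr at 37 C, 5% CO2. Nuclei were then stained with Hoechst for 40 min and scanned for DNA content.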
KB-3-1 tox – qHTS assay for MDR1-selective chemotherapeutics: Primary screen using the parental adenocarcinoma cell KB-3-1 | actives 1.4% (n = 400,000) | AID 1347075, 2019 | KB-3-1 viability, CellTiter-Glo ATP luminescence, 72 h | Potency, µM (top dose mostly 46.1 µM), without a hit: top-dose activity change, negative = cytotoxic, actives largely listed as cytotoxic; further: potency means the concentration at half of the fitted maximal effect; on the % scale 0 is the no-effect control and ±100 the full control effect; nearly all actives have a fitted effect of over 60% in size
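Multi-concentration cytotoxicity screen in KB-3-1 cells grown in DMEM lacking phenol red with 10% FBS. After 72 h at 37 °C with compound, ATP-dependent luminescence was recorded.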
IL-1B inflam inh – qHTS for Inhibitors of Inflammasome Signaling: IL-1-beta AlphaLISA Primary Screen | THP-1 LPS/ATP IL-1B secretion, AlphaLISA, 16 h; hits give low values | actives 4.7% (n = 360,000) | activity change, % at 57.5 µM; in the data active means activity change below about -50%; inconclusive means mostly about -30% to -49%; further: on the % scale 0 is the no-effect control and ±100 the full control effect
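Secreted IL-1B measured by AlphaLISA bead assay after 16 h compound exposure of THP-1 cells; compounds (final up to 57.5 uM) added 1 h before LPS (250 ng/mL) and ATP (1.25 mM) stimulation; lower signal means less secretion.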
MCF10A rereplic – A quantitative high throughput screen for small molecules that induce DNA re-replication in MCF 10a normal breast cells. MCF 10A DNA re-replication, Hoechst nuclear intensity, 48 h. AID 624296, 2012. Potency, µM (titrated, usually from 46.1 µM), for the others: at the highest dose activity, positive = re-replication, hits mostly activators. actives 2.9% (n = 350,000); further: potency means the concentration at half of the fitted maximal effect; % of control where 0% means no effect; nearly all actives have a fitted effect of over 50% in size
WRN helicase inh – qHTS for Inhibitors of WRN Helicase. WRN helicase unwinding, fluorescent forked duplex, kinetic. Potency, µM (titrated, usually from 114 µM), without a hit: top-dose activity change, negative = inhibition, hits mostly inhibitors. actives 0.46% (n = 360,000); further: potency means the concentration at half of the fitted maximal effect; on the % scale 0 is the no-effect control and ±100 the full control effect; nearly all actives have a fitted effect of over 55% in size
Target sequence (Q14191 whole entry, looked up): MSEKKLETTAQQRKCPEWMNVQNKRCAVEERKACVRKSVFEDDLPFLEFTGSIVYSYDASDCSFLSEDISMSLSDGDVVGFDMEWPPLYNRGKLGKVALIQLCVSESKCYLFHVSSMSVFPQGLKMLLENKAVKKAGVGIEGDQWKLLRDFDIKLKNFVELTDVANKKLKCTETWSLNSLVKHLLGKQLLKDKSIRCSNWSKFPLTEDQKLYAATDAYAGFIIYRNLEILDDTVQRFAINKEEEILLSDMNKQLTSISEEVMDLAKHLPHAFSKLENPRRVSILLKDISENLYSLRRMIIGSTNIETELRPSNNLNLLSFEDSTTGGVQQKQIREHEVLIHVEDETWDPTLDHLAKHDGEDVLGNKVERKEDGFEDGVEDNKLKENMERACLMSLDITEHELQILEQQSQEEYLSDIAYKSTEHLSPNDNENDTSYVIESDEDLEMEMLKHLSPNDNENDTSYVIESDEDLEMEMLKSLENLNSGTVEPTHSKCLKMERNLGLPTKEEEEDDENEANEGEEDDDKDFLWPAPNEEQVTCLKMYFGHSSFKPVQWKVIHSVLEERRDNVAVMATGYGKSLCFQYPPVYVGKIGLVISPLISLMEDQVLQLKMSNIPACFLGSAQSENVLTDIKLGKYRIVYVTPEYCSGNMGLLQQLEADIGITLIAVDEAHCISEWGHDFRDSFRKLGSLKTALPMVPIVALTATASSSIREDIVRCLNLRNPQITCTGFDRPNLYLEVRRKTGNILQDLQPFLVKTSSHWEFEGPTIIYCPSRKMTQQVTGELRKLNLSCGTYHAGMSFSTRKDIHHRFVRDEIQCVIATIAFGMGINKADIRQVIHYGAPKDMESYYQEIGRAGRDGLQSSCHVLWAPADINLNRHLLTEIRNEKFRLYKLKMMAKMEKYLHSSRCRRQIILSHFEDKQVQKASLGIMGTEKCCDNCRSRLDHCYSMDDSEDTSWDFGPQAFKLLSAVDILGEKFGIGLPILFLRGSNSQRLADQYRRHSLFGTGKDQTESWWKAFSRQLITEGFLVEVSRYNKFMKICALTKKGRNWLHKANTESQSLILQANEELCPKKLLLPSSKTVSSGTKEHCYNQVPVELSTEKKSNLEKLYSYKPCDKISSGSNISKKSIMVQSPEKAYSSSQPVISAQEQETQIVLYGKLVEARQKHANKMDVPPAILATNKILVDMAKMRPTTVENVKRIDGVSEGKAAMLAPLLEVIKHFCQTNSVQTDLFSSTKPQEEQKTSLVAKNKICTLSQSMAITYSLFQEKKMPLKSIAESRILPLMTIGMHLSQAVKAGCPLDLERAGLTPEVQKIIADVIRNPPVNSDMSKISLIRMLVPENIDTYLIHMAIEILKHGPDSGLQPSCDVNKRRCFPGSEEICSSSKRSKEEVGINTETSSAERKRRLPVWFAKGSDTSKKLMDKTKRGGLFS
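Screening of the MLSMR collection measured strand separation of a quenched forked DNA duplex (100 nM) by 20 nM WRN with 2 mM ATP, all final. Compounds were preincubated with enzyme 15 min at room temperature.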
KB-V1 cytotox – qHTS assay for MDR1-selective chemotherapeutics: Primary screen using the drug-selected MDR subline cells KB-V1 | AID 1347076, 2019 | actives 3.4% (n = 400,000) | Potency, µM (titrated, usually from 46.1 µM), for the others: top-dose activity change, negative = cytotoxicity, hits mostly cytotoxic | KB-V1 MDR cells viability, CellTiter-Glo, 72 h; further: potency means the concentration at half of the fitted maximal effect; on the % scale 0 is the no-effect control and ±100 the full control effect; nearly all actives have a fitted effect of over 60% in size
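KB-V1 cells (P-gp-expressing MDR subline of KB-3-1) in phenol-red-free DMEM with 10% FBS were exposed to library compounds over a concentration series for 72 h at 37 degrees C. Viability read by CellTiter-Glo luminescence; concentration-effect curves fitted after normalization.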
ATXN2 expr inh – Primary qHTS for Inhibitors of ATXN expression | HEK-293 ATXN2-luciferase reporter, luminescence, 24 h | Potency, µM (titrated, usually from 57 µM), for inactives: at the top dose activity change, negative = inhibition, usual class: inhibitors | actives 0.72% (n = 360,000); further: potency means the concentration at half of the fitted maximal effect; on the % scale 0 is the no-effect control and ±100 the full control effect; nearly all actives have a fitted effect of over 55% in size
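ATXN2-luciferase reporter cells (luciferase flanked by upstream and downstream ATXN2 gene portions) were treated 24 h at 37 °C with compounds at up to 57 uM. SteadyGlo luminescence gave expression; GF-AFC fluorescence gave viability.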
The depositor's hits bear a star; ? = inconclusive; . = not tested or not shown; [ ] = remark or other dose. Unless noted, the call rests on the fitted dose curve; in most records, active means well fitted curve in the direction sought with a large enough effect; inconclusive means small, poorly fitted or top-dose-only effect, or another doubt; inactive means no such curve, though single readings can be large; an effect the other way counts as inactive or inconclusive.

| # | structure | HT1080NT lethal | HT1080 IDH1KD tx | SW480 rereplic | KB-3-1 tox | IL-1B inflam inh | MCF10A rereplic | WRN helicase inh | KB-V1 cytotox | ATXN2 expr inh |
| --- | --- | --- | --- | --- | --- | --- | --- | --- | --- | --- |
| 1 | CN1CCN(CCCC(=O)c2ccc(F)cc2)CC1 | -2% | -16% | -3% | -7% | -8 | 0% | 7% | 0% | . |
| 2 | CC(C)c1nnc2n1N=C(c1ccc(Cl)cc1)CS2 | 6% | -1% | -58% | 4% | -26 | 0% | 0% | -3% | -41% |
| 3 | CCNC(=S)NNC(=O)c1csc(CC)c1 | -7% | 2% | -1% | ? | -25 | 5% | 1% | -17% | 10% |
| 4 | COc1ccccc1NC(=O)CSc1nnc(Cc2cccs2)n1C | 0% | 4% | -3% | -1% | 13 | -2% | -2% | -19% | 2% |
| 5 | O=C1S/C(=C\c2ccc(N3CCOCC3)o2)C(=O)N1Cc1ccc(F)cc1 | 6.3µM* | 3.2µM* | 4% | 5% | -9 | ? | -17% | -16% | -15% |
| 6 | O=C(COc1ccc(S(=O)(=O)N2CCOCC2)cc1)NC1CCCCC1 | 16% | 3% | -7% | 1% | 23 | ? | 3% | ? | -14% |
| 7 | O=C(O)CSCc1cnn(-c2ccccc2)c1-n1cccc1 | -1% | -3% | -1% | 10% | 8 | -3% | -17% | 5% | 19% |
| 8 | COc1ccc(-c2ccnc(SCC(=O)c3ccc(OC)c(OC)c3)n2)cc1 | 7% | 0% | 7% | 8% | -6 | -1% | 2% | 16µM* | -11% |
| 9 | O=C(NC1CCCCNC1=O)c1ccccc1 (configuration not stated) | 6% | 10% | -35%[inhibitor] | 0% | . | -17% | 10% | 0% | 13% |
| 10 | CCOC(=O)c1c(O)c2ccccc2n(C)c1=O | -1% | -4% | -4% | 15% | 30 | 0% | -2% | ? | 17% |
| 11 | COc1ccccc1C(=O)NC(=S)Nc1cccc2cc(O)ccc12 | ? | ? | 1% | -14% | -85* | 7% | 0% | -4% | 2% |
| 12 | CC(C)C[C@H](NC(=O)c1[nH]cnc1C(=O)N[C@@H](C)C(=O)OC(C)(C)C)C(=O)OCc1ccccc1 | ? | ? | -6% | ? | -16 | ? | -8% | -30% | ? |
| 13 | CCOc1cc(NC(=O)CCl)c(OCC)cc1NC(C)=O | -22% | ? | ? | 18µM* | -23 | 0% | 5% | -9% | ? |
| 14 | CCc1ccccc1NC(=O)CN(C)C(=O)COC(=O)c1cccnc1Cl | 0% | 0% | -9% | 2% | 11 | 1% | 0% | 8% | -8% |
| 15 | COc1cccc(NC(=S)NCc2ccc(F)cc2)c1 | 2% | 6% | -3% | -14% | 8 | 7% | 2% | -22% | 11% |
| 16 | COc1ccc(OCCOC(=O)CNC(=O)c2cccc(C)c2)cc1 | -3% | -3% | -2% | 6% | 11 | 0% | 5% | 2% | -2% |
| 17 | COc1ccccc1NC(=O)N1CCCC1C(=O)NCC1CCCO1 (configuration not stated) | 10% | 2% | ? | ? | 6 | 5% | 2% | -12% | 8% |
| 18 | O=C(Nc1cccc2ccccc12)/C(Cl)=C/c1ccccc1 | -7% | -10% | 2% | -17% | -3 | 11% | -8% | -23% | 46%[activator] |
| 19 | O=C(O)CCn1nc(-c2ccc(F)cc2)cc(Cc2ccccc2)c1=O | 9% | 25% | 0% | 5% | 11 | -6% | 4% | 25% | 6% |
| 20 | COc1cccc2c(=O)n(CC(=O)Nc3ccccc3F)ccc12 | -2% | 7% | -15% | -13% | -27 | 2% | -1% | -4% | 14% |
| 21 | C=CCN1C(=O)C(O)(CC(=O)c2ccccc2)c2ccccc21 (configuration not stated) | 14% | 11%[9.24 µM] | -5% | 15% | 0 | 1% | 7% | -5% | 3% |
| 22 | CN1CCN(S(=O)(=O)c2ccc(Sc3nnc(-c4cccs4)n3-c3ccccc3)nc2)CC1 | 2% | 10% | -4% | 7% | -13 | 6% | 1% | -2% | ? |
| 23 | Cc1nc(NC(=O)CSc2nnc(C3CC3)n2C)sc1C(=O)N(C)C | -1% | 12% | -6% | 8% | 0 | 7% | 9% | 22% | 8% |
| 24 | Cc1cc(C)c(C#N)c(SCS(=O)c2ccc(C(C)(C)C)cc2)n1 (configuration not stated) | -2% | 2% | -1% | 1% | -7 | 5% | -8% | -4% | -2% |
| 25 | CCN1CCN(CC(=O)Nc2cc(F)ccc2C)CC1 | 10% | 4% | -3% | 12% | 5 | 22%[9.22 µM] | -5% | 4% | 4% |

6 records drawn at random from the list so far, as already listed:
| # | structure | HT1080NT lethal | HT1080 IDH1KD tx | SW480 rereplic | KB-3-1 tox | IL-1B inflam inh | MCF10A rereplic | WRN helicase inh | KB-V1 cytotox | ATXN2 expr inh |
| --- | --- | --- | --- | --- | --- | --- | --- | --- | --- | --- |
| 16 | COc1ccc(OCCOC(=O)CNC(=O)c2cccc(C)c2)cc1 | -3% | -3% | -2% | 6% | 11 | 0% | 5% | 2% | -2% |
| 21 | C=CCN1C(=O)C(O)(CC(=O)c2ccccc2)c2ccccc21 (configuration not stated) | 14% | 11%[9.24 µM] | -5% | 15% | 0 | 1% | 7% | -5% | 3% |
| 3 | CCNC(=S)NNC(=O)c1csc(CC)c1 | -7% | 2% | -1% | ? | -25 | 5% | 1% | -17% | 10% |
| 11 | COc1ccccc1C(=O)NC(=S)Nc1cccc2cc(O)ccc12 | ? | ? | 1% | -14% | -85* | 7% | 0% | -4% | 2% |
| 6 | O=C(COc1ccc(S(=O)(=O)N2CCOCC2)cc1)NC1CCCCC1 | 16% | 3% | -7% | 1% | 23 | ? | 3% | ? | -14% |
| 22 | CN1CCN(S(=O)(=O)c2ccc(Sc3nnc(-c4cccs4)n3-c3ccccc3)nc2)CC1 | 2% | 10% | -4% | 7% | -13 | 6% | 1% | -2% | ? |

New compounds follow:
| # | structure | HT1080NT lethal | HT1080 IDH1KD tx | SW480 rereplic | KB-3-1 tox | IL-1B inflam inh | MCF10A rereplic | WRN helicase inh | KB-V1 cytotox | ATXN2 expr inh |
| --- | --- | --- | --- | --- | --- | --- | --- | --- | --- | --- |
| 26 | COc1cc(NC(=O)c2cccc(C)c2)c(OC)cc1NC(=O)CN1CCCCC1 | -1% | -11% | 7% | -1% | -62* | 11% | ? | -6% | -12%[11.3 µM] |
| 27 | COc1cc(NC(=O)c2cc(-c3ccccc3Cl)on2)cc(OC)c1OC | ? | ? | ? | 6.5µM* | -81* | 21µM* | ? | ? | -20% |
| 28 | CCC(C)n1cnc2c(c1=O)c1nc3ccccc3nc1n2-c1ccc2c(c1)OCCO2 (configuration not stated) | -1% | 4% | ? | 0% | 0 | ? | -9% | -14% | ? |
| 29 | COc1ccc(C(NC(=O)CN2CCCCCC2)c2ccc(OC)cc2)cc1 | -19% | -7% | -18% | -1% | -19 | 8% | 0% | -5% | -4% |
| 30 | Cc1ccc(Cn2c(SCCN3CCCCC3)nc3c2c(=O)[nH]c(=O)n3C)cc1 | -6% | 2% | 3% | 12% | -9 | 0% | 6% | 4% | -2% |
| 31 | COc1ccc(CN2C(=O)CSCC2(C)C(=O)Nc2c(C)cccc2C)cc1 (configuration not stated) | 13% | 18% | . | 1% | 12 | . | -6% | ? | . |
| 32 | COc1ccc(CNc2ncc(-c3ccccc3)n2C)c2ccccc12 | -1% | -30% | 3% | ? | 2 | ? | 4% | ? | ? |
| 33 | Nc1ccc(N2CCOCC2)c(Cl)c1 | 14% | 19% | -12% | 4% | 5 | -35%[inhibitor] | 6% | 12% | -7% |
| 34 | O=C(COc1ccc(S(=O)(=O)N2CCCC2)cc1)NCc1cccnc1 | 16% | 29% | -19% | 11% | -2 | -3% | -4% | 11% | 8% |
| 35 | Cc1ccc(S(=O)(=O)Nc2ccccc2/C=N/c2nc3ccccc3n2C(C)C)cc1 | 18µM* | 15µM* | 8% | -11% | -4 | 21µM* | 2% | -6% | -3% |
| 36 | CCNC(=S)NNC(=O)Cn1c(=O)c2c(ncn2CCOC)n(Cc2ccccc2)c1=O | 10% | 14% | -11% | 6% | -1 | 0% | 3% | 8% | 5% |
| 37 | CCCc1nnc(SCC(=O)Nc2ccc3c(c2)OCCO3)n1CCOC | 13% | 15% | 1% | -7% | -9 | -4% | 8% | -12% | -13% |
| 38 | O=P(Cc1cccc2ccccc12)(c1ccccc1)c1ccccc1 | 2% | -8% | 2% | 2% | -9 | 2% | 0% | -3% | -24% |
| 39 | CCCCn1c(N)c(N(CC(C)C)C(=O)c2cccc(S(=O)(=O)N(CC)c3ccccc3)c2)c(=O)[nH]c1=O | -3% | 2% | 6% | 1% | -6 | 6% | 2% | -37% | 5% |
| 40 | C=CCn1c(CNC(=O)c2ccccc2F)nnc1SCC(=O)N1CCOCC1 | -13% | -8% | -7% | 10% | 0 | 10% | -28% | 0% | 10% |
| 41 | CSc1ccc(S(=O)(=O)NCC(=O)OCC(=O)NCC2CCCO2)cc1[N+](=O)[O-] (configuration not stated) | 11% | 5% | -114%[inhibitor] | 3% | -17 | 0% | -6% | 7% | 21% |
| 42 | Cc1nn(Cc2ccccc2Cl)c(Cl)c1/C=C/C(=O)OCC(=O)NC(N)=O | 2% | -2% | 4% | -13% | -3 | 4% | -6% | 0% | -5% |
| 43 | NC(=O)c1ccccc1N/C=C/C(=O)c1ccc(Cl)cc1Cl | -19% | -15% | -1% | -19% | -55* | 13% | -16% | -20% | 4% |
| 44 | Cc1ccc(Sc2c([N+](=O)[O-])c(=O)n(C)c3ccccc23)cc1 | 4% | 7% | 4% | ? | 3 | 5.8µM* | -10% | 11% | ? |
